ALOX12 inh – Primary qHTS assay for inhibitors of human arachidonate 12S-lipoxygenase (ALOX12): Round 2 | Polyunsaturated fatty acid lipoxygenase ALOX12 (Homo sapiens), P18054 | purified 12hLO, xylenol orange hydroperoxide absorbance | Potency, µM (titrated, usually from 108 µM), without a hit: at the highest dose activity change, negative = inhibition, usual class: inhibitors | 580,000 compounds, 1.1% hits | AID 1671190, 2021; also: potency is read from the fitted curve at half-maximal effect; % is scaled to controls: 0 for no effect and ±100 for the full control effect
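Purified human 12hLO (150 nM final) in 25 mM Hepes, 0.01% Triton X-100, pH 7.0 was preincubated 15 min at room temperature with compound. Then 40 uM arachidonic acid was added, 30 min. Hydroperoxide was read by Fe-XO absorbance ratio 573/405 nm.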
ERG-DNA inh – qHTS for Small Molecule Inhibitors of the ERG Ets/DNA interaction. AID 624246, 2012. Potency, µM (series often up to 76.9 µM), for the others: at the top dose FP activity, negative = inhibition, usual class: inhibitors. 370,000 compounds, 0.028% hits. fluorescence polarization, His-ERG Ets domain / labelled DNA; active = well fitted inhibition curve with a large enough effect in the polarisation, with a control signal flat; inconclusive = small, poorly fitted or top-dose-only effect, or effect the other way, or a change in a side signal; inactive = no such curve, though single readings can be large or run the other way; the % refers to the polarisation;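 also: polarization taken with two DNA probes labelled with fluorescein and Texas red; potency is read from the fitted curve at half-maximal effect; % of control where 0% means no effect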
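His-tagged ERG Ets domain (1 uM in the protein solution; 300mM KCl, 50mM Tris-HCl, 1mM EDTA, 1mM DTT, pH 7.5) received compound, then a probe mix of 5 nM fluorescein-DNA and 100nM Texas-615-DNA. Fluorescence polarization was read for both dyes.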
Pol beta inh – qHTS Assay for Inhibitors of DNA Polymerase Beta; P06746; Pol beta primer extension/strand displacement, fluorescence kinetic; Potency, µM (doses to about 114 µM), for inactives: at the top dose activity change, negative = inhibition, usual class: inhibitors; 340,000 compounds, 1.3% hits; also: potency is read from the fitted curve at half-maximal effect; % is scaled to controls: 0 for no effect and ±100 for the full control effect
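Pol beta (10 nM) and compounds were preincubated 15 min at room temperature, then 50 nM substrate (final) started primer extension/strand displacement. Reads were taken at 0 and 10 min; concentration-response data were fitted to a four-parameter Hill equation.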
BLM inh – qHTS Assay for Inhibitors of Bloom's syndrome helicase (BLM); RecQ-like DNA helicase BLM (Homo sapiens), P54132; recombinant BLM DNA unwinding, fluorescence dequenching; Potency, µM (top dose mostly 56.1 µM), without a hit: top-dose activity change, negative = inhibition, actives largely listed as inhibitors; 350,000 compounds, 0.2% hits;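 also: potency is read from the fitted curve at half-maximal effect; plate controls were vehicle for no effect and no enzyme for full effect; nearly all actives have a fitted effect of over 35% in size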
Anesthetic bind – qHTS Assay for Identification of Novel General Anesthetics | Ferritin light chain (Equus caballus), P02791 | 350,000 compounds, 0.074% hits | AID 485281, 2010 | apoferritin/1-aminoanthracene competitive binding, fluorescence | Potency, µM (titrated, usually from 77.5 µM), for inactives: top-dose activity change, negative = displacement, usual class: inhibitors; also: potency is read from the fitted curve at half-maximal effect; % is scaled to controls: 0 for no effect and ±100 for the full control effect; nearly all actives have a fitted effect of over 20% in size
Target sequence (P02791 2-175 limits assumed): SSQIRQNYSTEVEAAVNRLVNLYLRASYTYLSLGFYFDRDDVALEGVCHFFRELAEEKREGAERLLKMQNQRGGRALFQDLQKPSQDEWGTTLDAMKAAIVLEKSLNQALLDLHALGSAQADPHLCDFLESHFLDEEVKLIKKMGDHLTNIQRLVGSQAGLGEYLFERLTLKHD
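Horse-spleen apoferritin (10 uM) was mixed with 50% saturated 1-aminoanthracene in PBS, exposed to compounds for 10 min at room temperature, and read for fluorescence (ex 380 nm, em 535 nm). Competitive displacement was fitted with a four-parameter Hill equation.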
Pol kappa inh – qHTS for Inhibitors of Polymerase Kappa; 400,000 compounds, 0.53% hits; AID 588579, 2011; Potency, µM (series often up to 107 µM), for inactives: at the highest dose activity, negative = inhibition, most hits filed as inhibitors; purified Pol kappa, fluorescent DNA synthesis assay, 10 min; also: potency is read from the fitted curve at half-maximal effect; % is scaled to controls: 0 for no effect and ±100 for the full control effect
Target sequence (Q9UBT6 whole entry, looked up): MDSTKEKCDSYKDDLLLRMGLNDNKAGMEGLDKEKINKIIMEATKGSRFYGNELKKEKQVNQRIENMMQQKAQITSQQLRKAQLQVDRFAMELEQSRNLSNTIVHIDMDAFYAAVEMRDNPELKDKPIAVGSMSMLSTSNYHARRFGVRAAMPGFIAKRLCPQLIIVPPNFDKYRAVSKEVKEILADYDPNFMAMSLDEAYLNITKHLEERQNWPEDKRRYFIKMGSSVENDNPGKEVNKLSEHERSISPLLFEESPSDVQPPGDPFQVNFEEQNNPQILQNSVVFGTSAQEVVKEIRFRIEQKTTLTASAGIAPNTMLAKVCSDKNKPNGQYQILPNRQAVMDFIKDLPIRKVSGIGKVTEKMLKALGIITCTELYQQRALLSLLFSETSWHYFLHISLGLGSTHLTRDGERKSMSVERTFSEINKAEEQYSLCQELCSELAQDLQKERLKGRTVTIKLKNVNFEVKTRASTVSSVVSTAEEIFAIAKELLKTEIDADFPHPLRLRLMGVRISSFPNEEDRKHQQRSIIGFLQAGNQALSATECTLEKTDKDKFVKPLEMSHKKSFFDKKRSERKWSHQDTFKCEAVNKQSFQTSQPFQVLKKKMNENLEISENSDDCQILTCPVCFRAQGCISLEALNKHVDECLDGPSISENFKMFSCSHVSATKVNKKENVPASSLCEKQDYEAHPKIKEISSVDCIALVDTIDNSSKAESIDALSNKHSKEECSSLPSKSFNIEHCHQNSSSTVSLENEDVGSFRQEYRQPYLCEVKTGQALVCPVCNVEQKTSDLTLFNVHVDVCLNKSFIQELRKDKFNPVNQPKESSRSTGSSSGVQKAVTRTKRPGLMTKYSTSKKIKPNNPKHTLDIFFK
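10 nM Pol kappa preincubated 15 min at room temperature with compounds, then reaction started with substrate at 50 nM final. Fluorescence read kinetically at 0 and 10 min; buffer-only wells served as negative control.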
TRHR agonist – qHTS for Small Molecule Agonists and Allosteric Enhancers of Human TRH Receptor: Primary Screen for Agonists | AID 493084, 2011 | 360,000 compounds, 0.18% hits | TRHR cells, calcium flux fluo-8, FDSS agonist mode | activation, % at 2 µM; in the data active = activation above about 30%; also: 0% is about no effect
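Fluo-8-loaded TRHR cells; 10 s baseline, compound added, kinetic Ca2+ fluorescence read 1/s, agonist mode.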
APE1 inh – qHTS Assay for Inhibitors of the Human Apurinic/apyrimidinic Endonuclease 1 (APE1). Potency, µM (top dose mostly 65.8 µM), for the others: top-dose activity change, negative = inhibition, actives largely listed as inhibitors. recombinant APE1, TAMRA/BHQ-2 abasic DNA cleavage fluorescence. 350,000 compounds, 0.35% hits. AID 2517, 2012. DNA repair nuclease/redox regulator APEX1 (Homo sapiens), P27695;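 also: potency is read from the fitted curve at half-maximal effect; plate controls were vehicle for no effect and reference inhibitor for full effect; nearly all actives have a fitted effect of over 55% in size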
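Endonuclease cleavage of a quenched abasic-site DNA duplex (50 nM) by APE1 (0.75 nM) was tracked by TAMRA dequenching. Compounds were preincubated with enzyme 15 min at room temperature; data normalized to buffer-only and DMSO wells plus NSC13755 control.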
Pol iota inh – qHTS for Inhibitors of Polymerase Iota. DNA polymerase iota (Homo sapiens), Q9UNA4. Pol iota fluorescent replication assay, 10 min. Potency, µM (titrated, usually from 115 µM), for inactives: at the top dose activity, negative = inhibition, most hits filed as inhibitors. 390,000 compounds, 1% hits. AID 588590, 2011; also: potency is read from the fitted curve at half-maximal effect
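Fluorescent replication assay read twice, at 0 min and 10 min after adding 50 nM (final) substrate. Enzyme (10 nM) and compounds were first incubated 15 min at room temperature; enzyme-free buffer wells were negative controls.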
* = called active by the depositor; ? = inconclusive; . = not tested or not shown; [ ] = dose if it differs, or a comment. Unless noted, calls follow the shape of the dose curve; as a rule, active = well fitted curve in the direction sought with a large enough effect; inconclusive = small, poorly fitted or top-dose-only effect, or another doubt; inactive = no such curve, though single readings can be large; an effect the other way counts as inactive or inconclusive.

SMILES	ALOX12 inh	ERG-DNA inh	Pol beta inh	BLM inh	Anesthetic bind	Pol kappa inh	TRHR agonist	APE1 inh	Pol iota inh
CC(C)CN(CCCNC(=O)CN1N=C(c2ccccc2)CCC1=O)CC(C)C	-5%	7%	2%	-5%	-7%	5%[60.1 µM]	0.0	.	-30%
CC(=O)c1cccc(S(=O)(=O)Nc2ccccc2N2CCOCC2)c1	?	5%	.	.	.	-2%	.	14%	13%
CN1Cc2ccccc2CC1CNCc1c(C(=O)N2CCCC2)nc2ccccn12 (centres undefined)	3%	7%	21%	-5%	-6%	3%	1.5	9%	11%
COc1ccc(/C=C(/NC(=O)c2cccs2)C(=O)Nc2ccc(C)cc2)cc1OC	-29%	6%	-11%	-11%	3%	-9%	-0.7	-3%	?
O=C(NCCN1CCN(C(=O)C(c2ccccc2)c2ccccc2)CC1)C(=O)Nc1ccccc1	-24%	8%	22%	0%	-12%	-11%	1.0	-1%	-9%
CCOC(=O)C1CCCN(CCC(=O)Nc2cccc(Cl)c2C)C1 (centres undefined)	?	15%	42%	-2%	-8%	2%	-1.0	14%	-26%
O=C(NC1CC1)C1=C[C@@H](C2CC2)C[C@@H](OCCCCO)O1	-1%	0%	.	.	.	-18%	.	.	2%
CC(C)(C)N=Cc1c(O)ccc2oc3c(c12)CCCC3	-29%	-1%	0%	-4%	-9%	-75%	-0.9	-9%	?
CCCNC(=O)c1cccc(S(=O)(=O)N2CC3(C)CC2CC(C)(C)C3)c1 (centres undefined)	-9%	.	.	.	.	-2%	0.9	11%	29%
CC(=O)c1c(C)[nH]c(C(=O)OCCCCN2C(=O)c3ccccc3C2=O)c1C	.	-4%	23%	2%	-11%	3%	-0.4	-1%	25%
CN(C)CCCn1c(N)c(C#N)c2nc(C#N)c(C#N)nc21	499%[activator]	8%	15%	31%[activator]	167%[activator]	2%	0.2	-9%	-9%
COc1ccc(S(=O)(=O)N/N=C\c2ccc(OC)c(COc3ccc(C)cc3[N+](=O)[O-])c2)cc1	?	8%	-3%	4%	5%	-3%	0.1	-7%	-5%
CCOC(=O)C1CCCN(C(=O)Cc2c(F)cccc2Cl)C1 (centres undefined)	0%	.	0%	-9%	-9%	-9%	-0.5	-6%	6%
O=C(O)C1(S(=O)(=O)c2ccc(Cl)cc2)CCC1	-2%	-7%	59%	2%	0%	1%	1.2	-6%	-16%
Oc1ccc(Cl)cc1CNc1nccs1	8%	5%	1%	-1%	?	0%	-1.7	10%	9%
COc1cccc(-n2ccnc2SCC(=O)Nc2ccccc2)c1	-9%	-9%	17%	-2%	-22%	-7%	0.0	-6%	-9%
COC(=O)c1ccc(NC(=O)c2ccc(NC(=O)c3ccco3)cc2)cc1	249%[activator]	15%	-1%	-11%	-7%	-10%	-0.6	-21%	?
Cc1ccccc1-c1cc2nccc(-c3cc(Cl)ccc3O)n2n1	-15%	8%	7%	0%	-10%	-5%	-0.4	.	6%
O=c1ccc(-c2ccc(S(=O)(=O)Nc3cccc(F)c3)o2)n[nH]1	11%	3%	0%	-3%	6%	0%	0.3	46%	-9%
COc1ccc(-c2nc3cnc(N4CCNCC4)nc3n(Cc3cccc(OC)c3)c2=O)cc1	?	.	.	?	.	?	.	?	.
COc1ccc(N(CC(=O)Nc2ccccc2C)S(=O)(=O)c2ccccc2[N+](=O)[O-])c(OC)c1	-2%	1%	-1%	-5%	-4%	-12%	0.5	-8%	17%
O=C(CSc1nnc(CNC(=O)c2cccs2)o1)Nc1cccc(Cl)c1	2%	10%	11%	-2%	-18%	12%	-0.1	17%	-3%
COc1ccc(NC(=O)/C(=C\c2cccs2)NC(=O)c2ccco2)cc1	0%	10%	1%	-2%	-6%	16%	0.2	2%	5%
O=C(NCc1n[nH]c(=S)n1-c1ccc(Cl)c(Cl)c1)c1cccs1	?	2%	67%	-2%	-3%	-7%	0.4	20%	22%
C/C(=C\C(=O)c1ccc(F)cc1)Nc1ccc(N2CCOCC2)cc1	-9%	-5%	27%	-9%	-7%	1%	0.3	0%	17%
Brc1c(CSc2nnc(-c3ccco3)o2)nc2ccccn12	8%	8%	20%	1%	-15%	1%	-1.2	-2%	14%
O=C1NC(=O)C2(Br)Nc3ccc(Br)cc3C(=O)C2N1 (centres undefined)	-8%	3%	.	.	.	-9%	.	.	-19%
Cc1onc(-c2ccccc2)c1C(=O)OCC(=O)Nc1cccc(Cl)c1	73%[activator]	0%	.	.	.	1%	1.7	10%	15%
CC1SC(C)C(=O)N(CC(=O)Nc2ccc([N+](=O)[O-])cc2)C1=O (centres undefined)	-3%	-12%	-8%	0%	-15%	-4%	2.6	3%	191%[activator]
COc1ccc(S(=O)(=O)N2CCOCC2)cc1NC(=O)CSc1nnc2n1CCCCC2	-12%	?	.	.	.	0%	.	24%	26%

Brought forward from above: 3 entries, followed by the next part.
SMILES	ALOX12 inh	ERG-DNA inh	Pol beta inh	BLM inh	Anesthetic bind	Pol kappa inh	TRHR agonist	APE1 inh	Pol iota inh
Cc1onc(-c2ccccc2)c1C(=O)OCC(=O)Nc1cccc(Cl)c1	73%[activator]	0%	.	.	.	1%	1.7	10%	15%
CC1SC(C)C(=O)N(CC(=O)Nc2ccc([N+](=O)[O-])cc2)C1=O (centres undefined)	-3%	-12%	-8%	0%	-15%	-4%	2.6	3%	191%[activator]
COc1ccc(S(=O)(=O)N2CCOCC2)cc1NC(=O)CSc1nnc2n1CCCCC2	-12%	?	.	.	.	0%	.	24%	26%
O=P(O)(CCc1ccccc1)CN1CCCCC1	-11%	8%	13%	3%	9%	-2%	-1.8	-1%	10%
Cc1ccc(NS(=O)(=O)c2cccc(C(=O)NC3CC3)c2)c(C)c1	41%[activator]	-2%	.	.	.	-9%	.	4%	-12%
COc1cccc(C(=O)N/N=C(\CC(C)C)c2ccccc2)c1	-2%	8%	-3%	-3%	4%	5%	-0.6	3%	100%[activator]
CNS(=O)(=O)c1cn(CC(=O)Nc2ccc(C)cc2C)cc1S(=O)(=O)NC	-18%	5%	6%	-7%	34%[activator]	4%	-0.8	.	28%
O=C(CCC(=O)OCc1cccc([N+](=O)[O-])c1)Nc1ccccc1Cl	-16%	0%	47%	-2%	-18%	-1%	0.8	5%	80%[activator]
Cc1cccc(N(C(=O)c2csnn2)C(C(=O)NCc2ccccc2)c2ccncc2)c1 (centres undefined)	4%	6%	-15%	-2%	0%	5%	-0.4	46%	-15%
O=C(c1cc(-c2ccc(Cl)s2)nc2ccccc12)N1CCOCC1	?	0%	.	.	.	-14%	-0.1	-11%	9%
Cc1ccc(NC(=O)CNC(=O)c2cccc(Cl)c2)nc1	9%	-9%	.	.	.	-6%	-0.2	1%	23%
Cc1cc(C)nc(NS(=O)(=O)c2ccc(NC(=O)C(C)Oc3ccccc3F)cc2)n1 (centres undefined)	-14%	-4%	21%	-1%	2%	1%	-1.6	78%[activator]	146%[activator]
CSc1ccc(CN(C)CC(=O)Nc2ccccc2Br)cc1	-19%	-5%	4%	-6%	-8%	-5%	1.5	-1%	8%
CCOC(=O)Cc1csc(NC(=O)c2csc(C)c2)n1	0%	-4%	-9%	-1%	1%	-4%	0.5	-12%	15%
Cc1ccc(CN2CCCCC2C(=O)Nc2ccc(Oc3cccnc3)cc2)o1 (centres undefined)	0%	3%	22%	-5%	-19%	-9%	-1.1	5%	26%
CCOC(=O)c1c(-c2ccccc2)csc1NC(=O)c1cc(-c2ccc(F)cc2)on1	-12%	-2%	-26%	-3%	2%	-13%	0.8	.	9%
COc1ccccc1CNC(=O)CN1CCN(S(=O)(=O)c2cccs2)CC1	-6%	3%	28%	-1%	-15%	-11%	1.6	-1%	27%
CC(NS(=O)(=O)c1ccc2c(c1)CCN2C(=O)CCCC(=O)O)c1ccccc1 (centres undefined)	-21%	6%	-25%	0%	-19%	-10%	0.1	.	-24%
COc1cc(OC)c(OC)cc1/C=C/c1nc2ccccc2c(=O)n1-c1ccc(Br)c(C)c1	6%	5%	23%	-9%	7%	-12%[60.1 µM]	-0.4	.	-19%
CC(C)(C)NC(=O)C(c1ccncc1)N(C(=O)c1csnn1)c1ccccc1 (centres undefined)	9%[57.4 µM]	.	15%	4%	-11%	-5%	0.3	6%	-1%
Nc1ccccc1-c1nnn(CC(=O)Nc2ccc3c(c2)OCCO3)n1	10%	-15%	-10%	-4%	-11%	4%	-0.5	19%	7%
CN(CC(=O)N1CCN(c2ccccc2)CC1)S(=O)(=O)c1cnc[nH]1	12%	-3%	27%	-2%	-13%	-13%	0.0	-2%	-6%
COC1=C/C(=C/c2c(N)n3c(nc2=O)sc2cc(S(C)(=O)=O)ccc23)C=CC1=O	-9%	22%	-1%	-2%	0%	-32%	4.9	-8%	?
COc1ccc(-n2cc(C(=O)NCCc3cc(OC)ccc3OC)c3ccccc3c2=O)cc1	-14%	-2%	?	-5%	?	-7%	-0.4	.	-10%

The list is partial (hit frequency here may not be typical).
